PL synth Enamine = animal cell phospholipid biosynthesis inhibition, Enamine screen | ZR-82 CHO cells, pyrene fatty acid UV survival, CellTiter Blue; peroxisome-deficient CHO-K1 mutant line; plus DGAT-1, DGAT-2 and ACAT inhibitors | 0.4% of 20,000 active | calls only at 10 µM;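 active = cell survival signal 2 SD away from solvent-only control wells, confirmed on one or two retests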;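 note: 3 h compound exposure then viability read about one day after UV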
Calls only; i = inactive. An excerpt (hit frequency here may not be typical).

SMILES	PL synth Enamine
CCCC(C)Nc1ncnc2sc3c(c12)CCC3 (stereo not given)	i
COC(=O)c1cc2c(=O)[nH]c(C(F)(F)F)nc2s1	i
COc1cc(/C=N/n2c(-c3ccc(Cl)cc3Cl)n[nH]c2=S)cc(Br)c1O	i
CCN(CC)P(=N)(c1c(C)nc2ccccn12)N(CC)CC	i
COc1ccc(-n2c(=S)n(CN3CCN(c4ccccc4OC)CC3)c3ccccc32)cc1	i
Cc1ccc2nc(CSc3ncnc4sc5c(c34)CCCC5)cc(=O)n2c1	i
Nc1nc(N)c2[nH]c(-c3ccccc3)nc2n1	i
CCCNC(=O)NC(C)C12CC3CC(CC(C3)C1)C2 (stereo not given)	i
Cc1cc(-c2nnc(Cn3cnc4c3c(=O)n(C)c(=O)n4C)o2)c(C)o1	i
c1nc(N2CCN(CCN3CCCC3)CC2)c2c3c(sc2n1)CCCCC3	i
NC(=O)c1c(N)sc2c1CCCCC2	i
CC(C)[C@H](NC(=O)c1ccco1)C(=O)O	i
Clc1ccc2nc(CSc3ncnc4sccc34)[nH]c2c1	i
Fc1ccc(CSCc2csc(-c3ccc(F)cc3)n2)cc1	i
COc1ccccc1Oc1ncnc2c1oc1ccccc12	i
O=S1(=O)NC(=NC2CCCc3ccccc32)c2ccccc21 (stereo not given)	i
O=S(=O)(NC1CC1)c1ccc(F)c(F)c1F	i
O=[N+]([O-])c1cccc2c(Br)cccc12	i
C/C(=N\NC(=S)NC(C)C)c1cccs1	i
CN(C(=O)CC(=O)N(C)C1CCCCC1)C1CCCCC1	i

The list goes on; the last 5 above are carried over.
SMILES	PL synth Enamine
O=S1(=O)NC(=NC2CCCc3ccccc32)c2ccccc21 (stereo not given)	i
O=S(=O)(NC1CC1)c1ccc(F)c(F)c1F	i
O=[N+]([O-])c1cccc2c(Br)cccc12	i
C/C(=N\NC(=S)NC(C)C)c1cccs1	i
CN(C(=O)CC(=O)N(C)C1CCCCC1)C1CCCCC1	i
C[n+]1cn(C2=C([O-])c3ccccc3C(=O)C2=NS(=O)(=O)c2ccccc2)c2ccccc21	i
CCSc1n[nH]c(-c2cccs2)n1	i
Cc1nnc2sc(-c3csc4c3CCCC4)nn12	i
CCNC(=O)NC(=O)CSc1nc(C)nc2sc(C)c(C)c12	i
Cc1cc(C)c(C)c(S(=O)(=O)N2CCCCC2C)c1C (stereo not given)	i
Fc1ccc(-c2csc(=NCC3CCCO3)n2/N=C/c2ccc3c(c2)OCCO3)cc1 (stereo not given)	i
Nc1cc(=O)[nH]c(SCC(=O)Nc2c(I)cc(I)cc2I)n1	i
COC(=O)c1c(C)[nH]c(C(=O)COC(=O)c2c(C)noc2C)c1C	i
O=S(=O)(c1ccc(F)cc1)c1ccc(F)cc1	i
CC1CCCCN1Cc1nc2sc3c(c2c(=O)[nH]1)CCCC3 (stereo not given)	i
COc1cc(/C=N/N(C)C)cc(OC)c1O	i
c1ccc2c(Nc3ccc(N4CCOCC4)cc3)nc(N3CCOCC3)nc2c1	i
CCOC(=O)CC1=CSC2=NS(=O)(=O)CCN12	i
FC(F)(F)c1cc(-c2ccccc2)nc2c3ccccc3nn12	i
O=C(O)CON=C1C2CC3CC(C2)CC1C3	i
c1csc(Cc2nnc(SCc3nnc(-c4cccs4)o3)n2C2CCCCC2)c1	i
Cc1cc(-c2csc(NCc3ccco3)n2)c(C)n1-c1ncn[nH]1	i
O=c1cc(CSc2nnc(-c3ccco3)o2)nc2ccc(Br)cn12	i
NC(=O)NC(=O)COC(=O)CN1C(=O)C2CCCCC2C1=O (stereo not given)	i
Cc1cc(NC(=O)NCCN(C(C)C)C(C)C)no1	i
Fc1ccc(NN=C2c3ccccc3-c3ccccc32)c(F)c1	i
Cn1ccnc1Sc1nc(-c2ccccn2)nc2scc(-c3ccccc3)c12	i
c1cnc2nc(CSc3ncn[nH]3)cn2c1	i
O=S(=O)(Nc1cc(S(=O)(=O)N2CCOCC2)ccc1N1CCCC1)c1cccs1	i
c1ccc2sc(Cc3nc(-c4ccc5c(c4)OCO5)cs3)nc2c1	i
Cn1c(=O)c2c(ncn2CCC(=O)O)n(C)c1=O	i
c1nc(NC2CCCCC2)c2c3c(sc2n1)CCC3	i
CCc1ccc(-c2noc(CSc3n[nH]c(-c4ccc(C)cc4)n3)n2)cc1	i
Cc1cc(C2=NNC(=NC(C)(C)C)SC2)c(C)n1-c1ccccc1	i
NC1=NC(c2ccc3ccccc3c2)n2c(nc3ccccc32)N1 (stereo not given)	i
CC(C)(C)C(=O)NCC(=O)NC1=NCCS1	i
O=S(=O)(Nc1ccc2c(c1)OCO2)c1c(Cl)cc(Br)cc1Cl	i
CC(=O)C1C(c2cccs2)NC(=O)NC1(O)C(F)(F)F (stereo not given)	i
O=C(NC(=S)NCCCNC(=S)NC(=O)c1ccco1)c1ccco1	i
O=C(CSc1nnnn1C1CCCC1)c1ccc2c(c1)CCC2	i
NS(=O)(=O)c1ccc(N=Nc2c(O)[nH]c3ccc([N+](=O)[O-])cc23)c([N+](=O)[O-])c1	i
O=S(=O)(Nc1ccc(Br)cc1F)c1cccs1	i
FC(F)Oc1ccc(/C=N/N2CCOCC2)c(OC(F)F)c1	i
NC(N)=NC(N)=Nc1ccccc1	i
Cc1cc(C)c2c(=O)[nH]c(=S)[nH]c2n1	i
CC(C)CCn1c(=S)[nH]c2sc3c(c2c1=O)CCC(C)C3 (stereo not given)	i
Cc1ccc(/C=C2\NC(=S)N(C3CCCCC3)C2=O)s1	i
CN(C)CCNc1nc(S(=O)(=O)c2ccccc2)c(Cl)s1	i
CCOC(=O)/C=C/C(=O)OCc1cc(=O)n2cc(Br)ccc2n1	i
Nc1ccc(N2CCCCCC2)cc1	i
O=S(=O)(c1ccc(F)cc1)c1nc(-c2ccco2)oc1NCCCn1ccnc1	i
O=[N+]([O-])c1ccc(S(=O)(=O)NC2CCCC2)cc1	i
CC(C)CCNC(=O)NC(=O)Cn1ncc(Cl)c(Cl)c1=O	i
Cc1cc2nc(Sc3nnc(C)s3)c3ccccc3n2n1	i
CC(C)NC(=O)C(=O)NNC(=O)NC1CCCCC1	i
Cc1cc(-n2c(C)cc(C(=O)CN3C(=O)C(=O)N(CCC4=CCCCC4)C3=O)c2C)no1	i
CSCc1nc2sc3c(c2c(=O)[nH]1)CCCC3	i
O=C(CSC1=NCCS1)N1CCCCCC1	i
COc1ccc(OCCSc2nnc(-c3c[nH]c4ccccc34)o2)cc1	i
CCc1ccc(C2=Nn3c(Cc4ccccc4F)nnc3SC2)cc1	i
Cc1oc2cc(Br)c(OCC(=O)C(C)(C)C)cc2c1C(=O)OC(C)C	i
O=C(C1=CN2CCS(=O)(=O)N=C2C=C1)N1CCN(S(=O)(=O)c2ccc3ccccc3c2)CC1	i
O=C(Cn1[nH]c(=O)ccc1=O)Nc1nnc(C2CC2)s1	i
O=S(=O)(Nc1ccc(F)cc1Cl)c1ccc(S(=O)(=O)N2CCCC2)cc1	i
NC(=O)NCc1ccco1	i

Additional entries follow:
SMILES	PL synth Enamine
CCOC(=O)c1c(C)[nH]c(C(=O)C(C)C)c1C	i
C(C#CCCCCCCCCC[n+]1ccccc1)#CCCCCCCCCC[n+]1ccccc1	i
CCCCN(C(=O)NC1CCCCC1)c1c(N)n(CC(C)C)c(=O)[nH]c1=O	i
C=CCn1c(SCc2c(C)noc2C)nc2sc(C)c(C)c2c1=O	i
Cn1c(=O)c2c(ncn2CCCC(=O)N2CCN(S(=O)(=O)c3cccs3)CC2)n(C)c1=O	i
CCc1cc2c(=O)n(Cc3ccco3)c(SCc3nc4ccsc4c(=O)[nH]3)nc2s1	i
O=C(O)CCC(=O)CCC(=O)c1cccs1	i
O=S(=O)(c1ccc2c(c1)CCC2)N1CCN(CC2CCCCO2)CC1 (stereo not given)	i
Cc1nn2cc(C)[n+](C)c2s1	i
c1ccc2sc(CSC3=NCCN3)nc2c1	i
Cn1c(SCc2cc(Cl)cc3c2OCOC3)nc2ccccc21	i
CN1C(=O)c2cc(Br)c(N)c(Br)c2C1=O	i
Clc1ccc(C2=CC(c3ccc(Cl)cc3)n3ncnc3N2)cc1 (stereo not given)	i
CN(C)c1ccc(C2Nc3cc(C(C)(C)C)cc(C(C)(C)C)c3O2)cc1 (stereo not given)	i
O=c1c2c3c(sc2nc2sc(C4CC4)nn12)CCCC3	i
Cc1nc(N)c(Cl)cc1Cl	i
O=C1CCCCCN1CO	i
O=C1/C(=C/c2ccccc2I)COc2ccccc21	i
CCN=c1scc(-c2ccc(Br)cc2)n1N=C1CCCC1	i
S=c1[nH]nc(-c2ccc(Cl)cc2Cl)n1/N=C/C(Br)=C/c1ccccc1	i

Arranged by count of non-hydrogen atoms (smallest number first): some entries from above
SMILES	PL synth Enamine
Cc1nc(N)c(Cl)cc1Cl	i
Cc1nn2cc(C)[n+](C)c2s1	i
CN1C(=O)c2cc(Br)c(N)c(Br)c2C1=O	i
c1ccc2sc(CSC3=NCCN3)nc2c1	i
CCOC(=O)c1c(C)[nH]c(C(=O)C(C)C)c1C	i
O=C1/C(=C/c2ccccc2I)COc2ccccc21	i
O=c1c2c3c(sc2nc2sc(C4CC4)nn12)CCCC3	i
CCN=c1scc(-c2ccc(Br)cc2)n1N=C1CCCC1	i
Clc1ccc(C2=CC(c3ccc(Cl)cc3)n3ncnc3N2)cc1 (stereo not given)	i
C=CCn1c(SCc2c(C)noc2C)nc2sc(C)c(C)c2c1=O	i
S=c1[nH]nc(-c2ccc(Cl)cc2Cl)n1/N=C/C(Br)=C/c1ccccc1	i
CCCCN(C(=O)NC1CCCCC1)c1c(N)n(CC(C)C)c(=O)[nH]c1=O	i
CCc1cc2c(=O)n(Cc3ccco3)c(SCc3nc4ccsc4c(=O)[nH]3)nc2s1	i
C(C#CCCCCCCCCC[n+]1ccccc1)#CCCCCCCCCC[n+]1ccccc1	i

Next structures follow:
SMILES	PL synth Enamine
Cc1nc(-n2nnc3cc(C)c(C)cc32)c2c3c(sc2n1)CCC3	i
CC(=O)c1c(C)[nH]c(C(=O)OCc2cc(-c3ccco3)on2)c1C	i
CCOC(=O)CSCC(=O)c1[nH]c(C)c(C(C)=O)c1C	i
FC(F)(F)c1cnc2c(c1)Nc1ccccc1S2	i
Clc1ccc(C2Oc3ccccc3C3CC(c4ccc5c(c4)OCCO5)=NN32)cc1 (stereo not given)	i
c1csc(-c2nc(CSc3nnnn3C3CCCC3)co2)c1	i
O=[N+]([O-])c1ccc(-n2cccc2)nc1	i
Nc1ccc(OS(=O)(=O)c2ccc(Cl)c(N)c2)cc1	i
FC(F)Sc1ccc(NC(=S)N/N=C/c2c[nH]c3ccc(Br)cc23)cc1	i
CN=c1scc(-c2ccc(-c3ccccc3)cc2)n1/N=C/c1ccccc1Br	i
CCCNC(=O)Cn1nc(C)c([N+](=O)[O-])c1C	i
O=[N+]([O-])c1ccc(N2CCN(CCO)CC2)cc1SCCO	i
CCOC(=O)C1=C(C)NC(=S)NC1c1cccs1 (stereo not given)	i
CCCn1c(O)c(C=NCC2CCCCC2)c(=O)[nH]c1=S	i
Brc1ccccc1-c1nc2c3c(-c4ccccc4)c(-c4ccccc4)oc3ncn2n1	i
O=C1NC2(CCCCC2)C(=O)N1CCS(=O)(=O)Oc1ccc(Br)cc1	i
S=c1sc2ccccc2n1CN1CCCCC1	i
COc1ccc(-c2n[nH]c(=S)n2/N=C/c2ccc(O)c(OC)c2)cc1	i
O=C(O)C1CC(O)CN1C(=O)C12CC3CC(CC(C3)C1)C2 (stereo not given)	i
CCCCn1c(-c2ccc3c(c2)OCCO3)csc1=Nc1cc(C)ccc1C	i
Cc1noc2nc(C(Cl)(Cl)Cl)[nH]c(=O)c12	i
Cn1c(-c2ccncc2)nn(CN2CCN(c3ncccn3)CC2)c1=S	i
O=C1c2ccccc2S(=O)(=O)N1Cn1nnc2ccccc2c1=O	i
O=S(=O)(Nc1nccs1)c1ccc(-n2cccc2)cc1	i
Cn1c(SCc2cc(Cl)c3c(c2)OCCO3)nnc1-c1ccc(Cl)cc1	i
O=C(O)CC1Sc2nncn2N=C1c1ccc(Cl)cc1 (stereo not given)	i
CC(C)CNCCSc1nccn1C	i
O=C(CNC(=O)NC1CCCCC1)NC1CC1	i
CCOCC(=O)OCC(=O)NC12CC3CC(CC(C3)C1)C2	i
CCOC(=O)c1sc(N)c(C(=O)OCC)c1CNC(C)(C)C	i
Cc1nn(CC(=O)NC2CC2)c(C)c1[N+](=O)[O-]	i
Clc1cccc(-c2noc(CSc3nnc(C4CC4)n3C3CC3)n2)c1	i
Cn1c(C(F)(F)F)nn(CN2CCN(c3ccc(F)cc3)CC2)c1=S	i
Cn1c(Cc2cccs2)nnc1SCc1cc(=O)n2ccsc2n1	i
O=C(Nc1ccc(Cl)c(Cl)c1)Nc1cc(C(F)(F)F)c[nH]c1=O	i
COc1ccc(S(=O)(=O)N2CCSC2c2ccc(OC)c(Br)c2)cc1 (stereo not given)	i
CN(C)C(=O)n1nc2c3c(cccc31)C(=O)c1ccccc1-2	i
Cc1ccc2nc(CSc3nc(C)cs3)cc(=O)n2c1	i
Oc1ccc(N=Nc2ccc3c(c2)OCO3)c2cccnc12	i
Cc1ccc2c(Cl)cc(Cl)c(OS(=O)(=O)c3c(C)c(C)cc(C)c3C)c2n1	i
COc1cc([N+](=O)[O-])cc(OC)c1OC	i
C#CCn1c(-c2cccs2)nc2ccccc21	i
CC(C)(C)c1cc(-c2nc3c(O)c(C(C)(C)C)cc(C(C)(C)C)c3o2)cc(C(C)(C)C)c1O	i
CNc1oc(-c2ccco2)nc1S(=O)(=O)c1ccc(Br)cc1	i
Cc1cc(=O)[nH]c(SCc2cn3cc(Cl)ccc3n2)n1	i
CCN(CC)C(=O)c1cc2c(=O)n3ccccc3nc2s1	i
Cc1ccc(-c2csc(NC(=O)c3ccc(Br)s3)n2)o1	i
O=S(=O)(NCCN1CCOCC1)c1cccs1	i
O=S1(=O)N=C(Nc2ccccc2)c2ccccc21	i
Cc1cc(C(=O)CSc2nc(N)nc(N)n2)c(C)n1C1CCS(=O)(=O)C1 (stereo not given)	i
O=S(=O)(c1ccc(Cl)cc1)N1CCCC(C(F)(F)F)C1 (stereo not given)	i
O=C1OC(c2ccccc2)C(=C(O)c2ccccc2)C1=O (stereo not given)	i
O=S(=O)(c1ccc(Cl)cc1)C(F)(F)C(F)(F)C(F)(F)C(F)(F)C(F)(F)C(F)(F)F	i

Compound activity deposited in PubChem BioAssay by School of Medicine, Boston University.
